TEAD-YAP block – TEAD-YAP interaction inhibition, primary screen, TEAD-YAP interaction inhibitor project, luminescence, HEK-TIYL cells; AID 1259422, 2018; TEAD-Gal4/YAP UAS-luciferase luminescence; 1.4% of 640,000 active; inhibition, % at 9.12 µM; in the data active = inhibition above about 32%;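 note: 0% = median of test compound wells and 100% = reference inhibitor wells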
FBW7 activator – FBW7 E3 ligase activators, primary screen, biochemical, AlphaScreen, human. F-box/WD repeat-containing protein 7 (Homo sapiens), Q969H0. 0.13% of 650,000 active. normalized activity (activation), % at 26.1 µM. AlphaScreen FBW7–phospho-cyclin E peptide binding, activator screen; in the data active = normalized activity above about 1.9%;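 note: purified mutant Fbw7 with reduced substrate affinity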
GPR151 activ – activators of human GPR151, primary screen, cell-based, PathHunter beta-arrestin, luminescence. G-protein coupled receptor 151 (Homo sapiens), Q8TDV0. PathHunter beta-arrestin GPR151 cells. activation, % at 11.2 µM. 1% of 650,000 active. AID 1508602, 2020; in the data active = activation above about 4.9%;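 note: 0% = median of compound wells and 100% = cells with positive control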
Target sequence (Q8TDV0 whole entry, looked up): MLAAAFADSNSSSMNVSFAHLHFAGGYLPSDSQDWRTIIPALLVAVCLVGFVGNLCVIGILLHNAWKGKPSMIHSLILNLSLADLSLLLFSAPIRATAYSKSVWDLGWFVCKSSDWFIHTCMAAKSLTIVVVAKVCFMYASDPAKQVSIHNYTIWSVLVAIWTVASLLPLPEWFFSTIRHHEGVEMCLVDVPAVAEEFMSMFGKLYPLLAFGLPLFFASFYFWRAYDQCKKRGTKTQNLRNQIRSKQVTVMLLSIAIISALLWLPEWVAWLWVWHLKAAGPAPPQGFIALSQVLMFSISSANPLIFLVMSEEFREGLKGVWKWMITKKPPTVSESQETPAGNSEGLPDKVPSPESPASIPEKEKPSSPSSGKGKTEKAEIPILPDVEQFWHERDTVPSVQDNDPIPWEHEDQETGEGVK
MITF primary – MITF inhibitors, primary screen, biochemical, AlphaScreen, human | Microphthalmia-associated transcription factor (Homo sapiens), O75030 | AlphaScreen MITF homodimerization, bead proximity signal | inhibition, % at 2.6 µM | 0.91% of 650,000 active | AID 1259374, 2018; in the data active = inhibition above about 50%;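 note: 0% = vehicle wells with protein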
Target sequence (O75030 whole entry, looked up): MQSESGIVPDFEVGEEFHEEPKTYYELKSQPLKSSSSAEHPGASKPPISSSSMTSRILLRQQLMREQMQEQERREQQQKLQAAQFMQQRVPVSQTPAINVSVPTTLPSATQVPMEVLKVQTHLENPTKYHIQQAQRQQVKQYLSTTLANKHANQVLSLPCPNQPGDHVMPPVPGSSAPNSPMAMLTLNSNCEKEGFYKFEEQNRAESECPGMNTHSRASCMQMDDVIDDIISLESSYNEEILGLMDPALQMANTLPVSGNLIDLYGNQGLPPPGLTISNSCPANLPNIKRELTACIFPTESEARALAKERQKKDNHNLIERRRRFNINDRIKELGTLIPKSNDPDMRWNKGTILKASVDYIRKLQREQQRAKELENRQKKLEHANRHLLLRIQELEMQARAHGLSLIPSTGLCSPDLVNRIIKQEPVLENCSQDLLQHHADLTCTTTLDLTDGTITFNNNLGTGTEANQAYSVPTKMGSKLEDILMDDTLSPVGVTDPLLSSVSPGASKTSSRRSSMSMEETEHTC
Starred values were filed as active, the others as inactive. Not a hit list. Share with any hit: about 3.4%.

SMILES	TEAD-YAP block	FBW7 activator	GPR151 activ	MITF primary
Cc1cccc(-n2nc3c(c2NC(=O)C(C)Oc2ccccc2)CS(=O)(=O)C3)c1C (stereo not drawn)	7	0.5	0.0	15
CCOC(=O)N1CCN(c2cc(-c3ccccn3)nc(-c3ccccc3)n2)CC1	-3	-0.2	-0.4	-3
CC(NC(=O)c1nnn(-c2ccc(Cl)cc2Cl)c1N)c1ccccc1 (stereo not drawn)	13	0.0	0.1	-5
Cc1ccc(-c2nc(N3CCCCCC3)c3ccccc3n2)cc1	-5	0.6	-0.7	18
COc1ccc(Cl)cc1C(=O)N(Cc1ccccc1)C(C)C	10	0.0	-0.1	5
CC(=O)Nc1ccc(-c2nc3ccc(-c4nc5ccccc5o4)cc3[nH]2)cc1	7	0.3	0.9	18
COc1cccc(OCCOCCN2CC(C)CC(C)C2)c1 (stereo not drawn)	5	0.0	-0.5	26
COc1ccc(OC)c(-n2c(/C=C/c3ccc4c(c3)OCO4)nc3ccc([N+](=O)[O-])cc3c2=O)c1	-4	0.0	1.6	1
CCOc1ccc2nc(N3CCCC3C(=O)N3CCC(OC)CC3)nc(C)c2c1 (stereo not drawn)	-1	0.0	1.3	-2
Cc1cccc(OCC(=O)Nc2sc3c(c2C#N)CCC3)c1C	-2	-0.2	0.2	-12
C[C@@H](O)[C@@H]1NC(=O)[C@@H]2C[C@H](NC(=O)Nc3c(Cl)cccc3Cl)CN2C1=O	-5	0.0	-1.1	-2
Cc1ccc(N=Cc2ccc([N+](=O)[O-])o2)cc1C	5	0.6	-0.5	8
CC1CCN(C(=O)C2CCC(CNc3c(N4CCOCC4)c(=O)c3=O)CC2)CC1 (stereo not drawn)	-5	-0.2	0.5	-4
Cc1cccc(CN2CCN(Cc3nc4ccccc4s3)CC2CCO)n1 (stereo not drawn)	0	-0.1	0.9	-2
O=C(Nc1ccc(Br)cc1C(=O)O)c1ccc([N+](=O)[O-])cc1	0	0.0	-1.2	-6
O=C(NCCc1ccccc1)c1ccc(-c2ccco2)nc1NCc1cccnc1	2	0.3	0.1	12
Nc1nc(Nc2ccc(N3CCOCC3)cc2)cc(Nc2ccc3c(c2)OCO3)n1	6	-0.1	-0.3	5
O=C(Cc1c(C(=O)O)[nH]c2ccccc12)NCCN1CCN(c2ccccc2F)CC1	1	0.0	-1.1	-10
COc1ccc(C(=O)Nc2cccc(-c3nc4cc(Cl)cc(Cl)c4o3)c2)cc1	4	0.0	-1.4	16
Cc1cc(C)n(CCCNCC(O)COC(c2ccc(F)cc2)c2ccc(F)cc2)n1 (stereo not drawn)	10	0.1	-1.1	37

Single records (already shown).
Results for `O=C(Nc1ccc(Br)cc1C(=O)O)c1ccc([N+](=O)[O-])cc1` : TEAD-YAP block = 0; FBW7 activator = 0.0; GPR151 activ = -1.2; MITF primary = -6
Results for `CCOC(=O)N1CCN(c2cc(-c3ccccn3)nc(-c3ccccc3)n2)CC1` : TEAD-YAP block = -3; FBW7 activator = -0.2; GPR151 activ = -0.4; MITF primary = -3
Results for `COc1ccc(Cl)cc1C(=O)N(Cc1ccccc1)C(C)C` : TEAD-YAP block = 10; FBW7 activator = 0.0; GPR151 activ = -0.1; MITF primary = 5

Other entries.
SMILES	TEAD-YAP block	FBW7 activator	GPR151 activ	MITF primary
O=C(N[C@H]1C[C@H]2C(=O)N3CCC[C@@H]3C(=O)N2C1)c1ccccc1	0	-0.1	-1.0	-1
CCN1CCN(C(=O)c2cc([N+](=O)[O-])cc([N+](=O)[O-])c2)CC1	5	0.3	-1.2	18
CC(Sc1nnc2n(C)c3ccccc3n12)C(=O)O (stereo not drawn)	1	-0.1	-0.6	1
Cc1c(NC(NC(=O)C(C)(C)C)C(Cl)(Cl)Cl)c(=O)n(-c2ccccc2)n1C (stereo not drawn)	6	0.1	0.8	6
O=C(O)CSC(NC(=O)c1cccnc1)(C(F)(F)F)C(F)(F)F	7	0.2	1.6	-6
CCOc1ccccc1NC(=O)Cc1cc(=O)oc2cc(C)ccc12	-1	-0.1	1.0	9
Cc1ccc(CN(C)CCc2ccccn2)cc1	-1	-0.2	-0.2	35
CC(=O)Oc1ccc(C(=O)Nc2ccccc2Br)cc1	27	-0.2	1.0	5
Cc1ccc(C)c(NC(=O)Cn2c3ccccc3c(=O)c3cc(C)ccc32)c1	13	0.7	-2.4	7
Cc1ccc(NC(=O)C(=O)NCCN2CCN(C(=O)c3cccc(Br)c3)CC2)cc1	8	-0.1	0.5	8
Cc1cc(C)cc(NC(=O)c2cc(S(=O)(=O)NC3CCCCC3)ccc2F)c1	4	0.7	-1.2	18
CCCn1c(C2CC(=O)N(c3ccccc3)C2)nc2ccccc21 (stereo not drawn)	-8	-0.1	1.7	30
CCC(C)NC(=O)CCc1c(C)nc2cc(-c3ccc(OC)cc3OC)nn2c1C (stereo not drawn)	3	0.9	-2.6	2
NC(=O)c1ccccc1NC(=O)CSc1ncn[nH]1	3	0.1	2.4	6
O=C(c1ccc(Cn2c(=S)[nH]c3ccccc3c2=O)cc1)N1CCCCCC1	-4	0.4	0.7	0
CC(=O)N1N=C(c2cccs2)CC1c1ccc(F)cc1 (stereo not drawn)	-3	0.1	-0.1	11
COC(=O)c1ccc2nc(/N=C/c3ccc(N(C)C)cc3)sc2c1	5	0.2	-1.2	20
CCCC1CCC(c2nc(-c3ccccc3Cl)no2)CC1 (stereo not drawn)	0	0.0	0.1	6
CCCNC(=O)C1C2C=CC3(CN(Cc4ccccc4Cl)C(=O)C13)O2 (stereo not drawn)	12	0.4	0.8	-3
Fc1ccccc1/C=N/Nc1nc2ccccc2[nH]1	-52	0.1	-0.8	7
CC(C)(C)CC(=O)Nc1nnc(C2CCCCC2)s1	-5	0.1	0.3	-46
Cc1cc2oc(=O)cc(COC(=O)Cn3cnnn3)c2cc1Cl	0	0.2	1.1	13
CCC(NS(=O)(=O)c1ccc(Cl)c([N+](=O)[O-])c1)C12CC3CC(CC(C3)C1)C2 (stereo not drawn)	19	-0.1	3.7	10
COc1ccc(NC(=O)c2cccc(C)c2)c(OC)c1	6	-0.1	1.1	-10
O=C1NC(=O)/C(=C\c2ccc(OCc3ccc(C(=O)O)cc3)cc2)N1	6	0.2	-0.3	6
COc1cccc(N=c2oc3c(C)ncc(CO)c3cc2C(=O)Nc2ccc(C)c(C)c2)c1	-6	0.0	-1.1	-11
CNS(=O)(=O)c1cc(-c2nnc(Nc3ccc(Cl)cc3)c3ccccc23)ccc1C	-8	-0.1	-0.4	-12
COc1ccc(NC(=O)c2cc3c(n(-c4ccc(C)cc4)c2=O)CC(C)(C)CC3=O)cc1	0	-0.1	0.9	11
COc1ccc(CNc2ccc3c(c2)ncn3C(C)(C)C)cc1OC	-10	0.1	-1.4	0
O=C(CSc1nnc2c(n1)[nH]c1ccc(S(=O)(=O)N3CCCCC3)cc12)Nc1ccc2c(c1)OCCO2	11	0.0	1.0	2
CCOc1ccc(NC(=O)C2OC3OC4(CCCCC4)OC3C3OC4(CCCCC4)OC23)cc1 (stereo not drawn)	-2	0.2	-0.2	5
O=C(CSc1nnc2sc3ccccc3n12)N1CCN(c2ccccc2)CC1	-9	-0.1	-1.8	-1
COc1ccc2c(c1)C(c1ccccc1)=NNC(c1ccco1)=N2	-41	0.0	0.2	11
COCCN(Cc1cc2cc3c(cc2[nH]c1=O)OCO3)C(=O)c1cccc(Cl)c1	-4	0.0	0.0	4
CCC1CCCCN1C(=S)Nc1ccc(C(C)=O)cc1 (stereo not drawn)	-9	-0.1	1.3	3
Cc1cc(NC(=O)CCN2CC(C)OC(C)C2)ccc1Br (stereo not drawn)	1	-0.2	-0.1	-4
COc1cccc(CNC(=O)CCC2CCCN(C(=O)c3c4c(nn3C)CCCC4)C2)c1 (stereo not drawn)	6	0.0	0.6	-6
CCOc1ccc(S(=O)(=O)N2CCN(c3ccccc3F)CC2)c2cccnc12	-17	-0.1	-0.1	-5
CC1=NN(c2ccccc2)C(=O)/C1=C\c1cc(C)n(-c2ccc(C)c(C)c2)c1C	5	0.0	-0.7	-10
COc1ccccc1CNc1ccc(C(=O)Nc2cc(F)cc(F)c2)cc1[N+](=O)[O-]	15	-0.1	1.8	4
COC(=O)COc1ccc(/C=N/NC(=O)CSc2nc(C)cc(C)n2)cc1	1	0.0	0.2	-4
CCc1ccc(N2C(=O)C3C(C2=O)C2(c4ccccc4)C(=O)C3(c3ccccc3)C(c3ccccc3)=C2c2ccccc2)cc1 (stereo not drawn)	3	-0.1	0.2	3
COC(=O)c1ccccc1Sc1c(-c2ccccc2)nc2sccn12	-8	0.1	-0.1	6
COc1ccc(C2C(C(=O)Nc3ccc(OC)c(OC)c3)c3ccccc3C(=O)N2C)cc1 (stereo not drawn)	-2	-0.1	0.3	7
Cc1ncn(-c2ccc(Nc3ncc4cccc(-c5cn[nH]c5)c4n3)cc2)n1	-11	0.0	0.1	16
NS(=O)(=O)c1ccc(CCNC(=O)CSc2nc3ccccc3c(=O)n2-c2ccc3c(c2)OCO3)cc1	4	0.1	-0.4	10
O=S(=O)(NCc1ccccn1)c1ccc(Oc2ccccc2Cl)cc1	10	0.0	-1.2	-3
CCN(CC)S(=O)(=O)c1nnc(NC(=O)c2ccccc2Cl)s1	-1	0.1	2.1	7
CNC(=O)c1c(NC(=O)CCSc2ccccc2)sc2c1CCC2	-2	-0.2	1.4	-8
CCC(=O)OC1=C(C)C2C3C(=O)N(c4ccccc4F)C(=O)C3C1(C)C1C(=O)N(c3ccccc3F)C(=O)C21 (stereo not drawn)	2	0.3	0.2	7
Cc1ccc(CN2CCN3C(=O)[C@H](Cc4cnc[nH]4)NC(=O)[C@H]3C2)cc1C	-2	0.1	-2.1	10
COC(CNC(=O)C(=O)NCC(c1ccco1)N1CCN(c2ccccc2F)CC1)OC (stereo not drawn)	-8	0.9	1.1	9
Cc1nn2c(C(F)(F)F)cc(-c3ccc(Cl)cc3)nc2c1C(N)=O	-6	0.8	-0.8	16
Cc1ccc(-c2nnn(CC(=O)Nc3cccc(F)c3)n2)cc1	-6	0.2	0.4	9
O=C(Cn1nnc(-c2ccccc2NC(=O)C2CCCCC2)n1)NC1CCCC1	-2	-0.1	-2.0	-3
Cc1ncc2c(c1CNC(=O)c1ccsc1)CCN(C(=O)c1c(F)ccc(F)c1F)C2	-12	0.1	0.4	-12
Cc1cc(C)cc(NC(=O)c2ccc3c(=O)n(C4CCCCC4)c(SCc4cccc(Cl)c4)nc3c2)c1	-6	0.1	1.3	-10
CC(=O)c1ccc(-n2nnnc2SCC(=O)Nc2ccccc2F)cc1	0	0.0	-0.4	0
Cc1noc(C)c1COc1ccc(C=O)cc1	-6	0.2	-2.0	6
COc1ccc(/C=C/C(=O)O)cc1S(=O)(=O)NCCc1ccc(S(N)(=O)=O)cc1	2	0.1	-0.3	-3

Arranged by SMILES length (high to low): 6 of the compounds above.
SMILES	TEAD-YAP block	FBW7 activator	GPR151 activ	MITF primary
COc1ccc(OC)c(-n2c(/C=C/c3ccc4c(c3)OCO4)nc3ccc([N+](=O)[O-])cc3c2=O)c1	-4	0.0	1.6	1
CCC(NS(=O)(=O)c1ccc(Cl)c([N+](=O)[O-])c1)C12CC3CC(CC(C3)C1)C2 (stereo not drawn)	19	-0.1	3.7	10
Cc1ccc(CN2CCN3C(=O)[C@H](Cc4cnc[nH]4)NC(=O)[C@H]3C2)cc1C	-2	0.1	-2.1	10
COCCN(Cc1cc2cc3c(cc2[nH]c1=O)OCO3)C(=O)c1cccc(Cl)c1	-4	0.0	0.0	4
CCC(C)NC(=O)CCc1c(C)nc2cc(-c3ccc(OC)cc3OC)nn2c1C (stereo not drawn)	3	0.9	-2.6	2
COC(=O)COc1ccc(/C=N/NC(=O)CSc2nc(C)cc(C)n2)cc1	1	0.0	0.2	-4

Other records follow.
SMILES	TEAD-YAP block	FBW7 activator	GPR151 activ	MITF primary
c1ccc(-c2nn3c(C4COc5ccccc5O4)nnc3s2)nc1 (stereo not drawn)	-11	-0.5	0.9	-3
N#Cc1ccccc1NC(=O)C(Cc1ccc([N+](=O)[O-])cc1)N1C(=O)c2ccccc2C1=O (stereo not drawn)	-5	-0.1	-1.9	-10
Cc1c(C(=O)N2CCC(C)CC2)sc2ncnc(N3CCC(C)CC3)c12	1	0.1	2.4	-3
COc1ccc(/C=N\N2CCN(c3ccccn3)CC2)cc1OCc1ccccc1	-12	-0.1	1.0	11
CCC(=O)N1CCc2cc(Br)cc(S(=O)(=O)N3CCN(C)CC3)c21	-6	0.0	-0.6	0
CCNC(=O)N1CCN(C(c2ccccc2)c2nc(OC)cc(OC)n2)CC1 (stereo not drawn)	2	0.4	0.0	10
COC(=O)Cc1c(C)c2cc(Cl)c(OCC(=O)N3CCC(C)CC3)cc2oc1=O	1	0.0	-0.1	1
CC(C)(NC(=O)c1ccccc1C(=O)NCCc1ccccc1)C(=O)NCCc1ccccc1	-8	-0.2	0.0	0
O=C1OC(c2ccc(Cl)c(Cl)c2)=N/C1=C/c1ccccc1[N+](=O)[O-]	-4	-0.1	-0.4	16
C/C(=N/N1CCN(Cc2ccccc2Cl)CC1)c1ccc(O)cc1	7	0.0	4.7	8
COc1ccc(C2=NN(c3ccccc3)C(=O)/C2=C\c2cc(OC)c(OC)cc2OC)cc1	5	-0.1	3.0	14
C=CCN1CCN(C(C)=O)C(C(=O)NCc2ccccc2)C1 (stereo not drawn)	-6	0.1	-0.1	5
O=C(NCc1nc(-c2ccccc2)cs1)C1CC(CCc2ccccc2)=NO1 (stereo not drawn)	5	-0.1	-0.6	13

High-throughput results from PubChem BioAssay.
